A549 tox – A549 cytotoxicity, counter-screen for Nrf2 inhibitors; A549 ARE-Fluc cells, CellTiter-Fluor viability, 18-24 h; Potency, µM (top dose mostly 46 µM), for inactives: at the highest dose activity change, negative = cytotoxicity, actives largely listed as inhibitors; 390,000 tested, 0.16% active; AID 504648; further: potency means the concentration at half of the fitted maximal effect; on the % scale 0 is the no-effect control and ±100 the full control effect
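Cytotoxicity counterscreen: CellTiter-Fluor fluorescence was measured in A549 ARE_Fluc cells after 18-24 h of compound exposure in a concentration series. The subsequent BugLite luminescent read reports ARE-luciferase activity.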
TGFb SMAD3 inh – blocks TGF-b signaling | HepG2 CAGA-GFP TGF-b/SMAD3 reporter, GFP fluorescence, 18 h; TGF-beta stimulated, 500 pg/mL final | Potency, µM (doses to about 46.1 µM), for inactives: top-dose activity, negative = inhibition, hits mostly inhibitors | 410,000 tested, 1.2% active; further: potency means the concentration at half of the fitted maximal effect; on the % scale 0 is the no-effect control and ±100 the full control effect; nearly all actives have a fitted effect of over 65% in size
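HEPG2 CAGA-GFP reporter cells (1000/well, DMEM with 1% FBS) received compounds, then recombinant TGF-beta at 500 pg/mL final for 18 hours at 37 degrees C. Per-cell GFP summed per well was normalised to unstimulated and stimulated DMSO controls before curve fitting.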
Nrf2 activator – activators of Nrf2 (ARE) signaling. AID 624171. Potency, µM (highest dose often 46.1 µM), for inactives: at the highest dose activation, most hits filed as activators. 410,000 tested, 0.31% active. AREc32 ARE-luciferase reporter (MCF7-derived line), luminescence, 24 h; further: potency means the concentration at half of the fitted maximal effect; % of control where 0% means no effect; nearly all actives have a fitted effect of over 65% in size
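Reporter line AREc32 (ARE-Fluc), seeded overnight in OPTI-MEM with 5% FBS; compound pin-transferred, 24 hr at 37 deg C, 5% CO2; luminescent read-out.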
Nrf2 inh – inhibitors of Nrf2 signaling; A549 ARE-Fluc reporter, luciferase luminescence, 18-24 h; Potency, µM (series often up to 46 µM), for the others: top-dose activity change, negative = inhibition, hits mostly inhibitors; 360,000 tested, 2.1% active; AID 504444; further: potency means the concentration at half of the fitted maximal effect; on the % scale 0 is the no-effect control and ±100 the full control effect; nearly all actives have a fitted effect of over 60% in size
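A549 ARE_Fluc cells (5000/well, 5% FBS OPTI-MEM) pre-incubated 2 h, then treated with compounds 18-24 h at 37C/5% CO2 in concentration-response. CellTiter-Fluor viability read first; BugLite luciferase luminescence after 15 min at room temperature gives Nrf2 activity.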
HepG2 viability – counter-screen for TGF-b inhibitors: cytotoxicity in HepG2 cells | HepG2 CAGA-GFP viability, ATP luminescence, 18 h | Potency, µM (series often up to 46.1 µM), without a hit: top-dose activity change, negative = cytotoxicity, actives largely listed as cytotoxic | 410,000 tested, 0.76% active; further: potency means the concentration at half of the fitted maximal effect; some results filed as inactive show a strong effect at the top dose
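HepG2 CAGA-GFP cells (1000/well, DMEM with 1% FBS) received compound, then TGF-beta at 500 pg/mL final, and were incubated 18 hours at 37 degrees C. Viability was read by CellTiter-Glo luminescence. Media-only wells were set as complete cell-killing and DMSO as no toxicity.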
ATXN2 expr inh – inhibitors of ATXN2 expression. AID 1745845. 360,000 tested, 0.72% active. HEK-293 ATXN2-luciferase reporter, luminescence, 24 h. Potency, µM (doses to about 57 µM), for the others: at the top dose activity change, negative = inhibition, actives largely listed as inhibitors; further: potency means the concentration at half of the fitted maximal effect; on the % scale 0 is the no-effect control and ±100 the full control effect; nearly all actives have a fitted effect of over 55% in size
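ATXN2-luciferase reporter cells (luciferase flanked by upstream and downstream ATXN2 gene portions) were treated 24 h at 37 °C with compounds at up to 57 uM. SteadyGlo luminescence gave expression; GF-AFC fluorescence gave viability.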
EPAC2 ag – EPAC2 (human) agonism; EPAC2 activation, biochemical qHTS; response scale: 100% = 6.5 mM cAMP response; Potency, µM (top dose mostly 154 µM), without a hit: top-dose activation, usual class: activators; 360,000 tested, 0.079% active; AID 720711; further: potency means the concentration at half of the fitted maximal effect; nearly all actives have a fitted effect of over 50% in size
Target sequence (Q8WZA2 whole entry, looked up): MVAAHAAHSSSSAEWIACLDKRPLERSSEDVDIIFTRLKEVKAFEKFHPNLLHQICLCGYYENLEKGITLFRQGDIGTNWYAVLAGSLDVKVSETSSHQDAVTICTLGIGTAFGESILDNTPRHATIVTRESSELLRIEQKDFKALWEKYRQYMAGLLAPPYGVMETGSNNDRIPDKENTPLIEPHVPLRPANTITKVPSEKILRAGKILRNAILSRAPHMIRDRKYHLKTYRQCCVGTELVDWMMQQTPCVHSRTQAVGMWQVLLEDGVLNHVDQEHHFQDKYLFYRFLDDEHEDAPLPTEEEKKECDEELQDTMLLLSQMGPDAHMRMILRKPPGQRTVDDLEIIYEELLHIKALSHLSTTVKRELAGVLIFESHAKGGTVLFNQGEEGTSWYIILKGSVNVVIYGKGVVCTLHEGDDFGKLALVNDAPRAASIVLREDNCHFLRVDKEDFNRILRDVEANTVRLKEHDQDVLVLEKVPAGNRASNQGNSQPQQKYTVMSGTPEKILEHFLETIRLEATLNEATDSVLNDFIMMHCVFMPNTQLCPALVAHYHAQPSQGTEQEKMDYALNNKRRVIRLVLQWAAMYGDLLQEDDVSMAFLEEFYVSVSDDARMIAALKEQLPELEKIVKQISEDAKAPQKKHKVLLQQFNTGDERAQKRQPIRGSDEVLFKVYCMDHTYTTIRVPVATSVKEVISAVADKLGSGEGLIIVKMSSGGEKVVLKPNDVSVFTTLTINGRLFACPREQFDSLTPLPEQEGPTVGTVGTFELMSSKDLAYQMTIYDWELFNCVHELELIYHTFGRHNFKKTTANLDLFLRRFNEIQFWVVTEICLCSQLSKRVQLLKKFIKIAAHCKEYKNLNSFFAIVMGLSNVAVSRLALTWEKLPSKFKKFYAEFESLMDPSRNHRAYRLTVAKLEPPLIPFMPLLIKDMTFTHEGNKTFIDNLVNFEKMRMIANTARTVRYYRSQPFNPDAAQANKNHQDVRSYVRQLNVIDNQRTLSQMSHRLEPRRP
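Readout is BODIPY fluorescence (480 nm excitation, 540 nm emission), which falls as labeled GDP is exchanged off Rap1B. EPAC2 at 100 nM acted on 250 nM RAP1B-BODIPY-GDP with 50 uM GDP present.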
IL-2 act – IL-2 activation; 360,000 tested, 0.065% active; activation, % (series mostly up to about 46 µM); IL-2 activation reporter assay, cell-based qHTS; stimulated with anti-CD3/CD4/CD28 beads; in transgenic mouse T cells; in the data active means activation above about 50%; inconclusive means mostly about 30% to 49%; further: 0% is about no effect
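Using fluorescent plate cytometry, EGFP and DsRed are detected in transgenic mouse T cells stimulated 18 h at 37 degrees C with antibody-coated beads after 60 min compound pretreatment.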
S2 tox – reduces viability in counter-screen for ATXN expression inhibitors; S2 cells (HEK-293 line with an ATXN2-luciferase reporter) viability, CellTiter-Fluor protease fluorescence, 24 h; Potency, µM (doses to about 56.7 µM), most hits filed as cytotoxic; 400,000 tested, 0.49% active; AID 651635; further: potency means the concentration at half of the fitted maximal effect; nearly all actives have a fitted effect of over 40% in size
* = called active by the depositor; i = inactive; ? = inconclusive; / = no result given; [ ] = another dose, or the depositor's remark. Unless noted, the call rests on the fitted dose curve; in most records, active means well fitted curve in the direction sought with a large enough effect; inconclusive means small, poorly fitted or top-dose-only effect, or another doubt; inactive means no such curve, though single readings can be large; an effect the other way counts as inactive or inconclusive. The order is random (roughly 4.3% active in at least one column).

SMILES	A549 tox	TGFb SMAD3 inh	Nrf2 activator	Nrf2 inh	HepG2 viability	ATXN2 expr inh	EPAC2 ag	IL-2 act	S2 tox
CC(C)c1[nH]nc2c1C(c1cccnc1)C(C#N)=C(N)O2 (centres undefined)	5.3%	-9.6%	0.1%	7.2%	-1.4%	-9.3%	3.8%	-3.3	?
Brc1csc2ncccc12	0.6%	3.3%	-0.4%	1.9%	32.1%	-5.7%	14.1%	-0.3	i
CCc1cc2c(=O)n(C(C)C(=O)OC3CCCCC3)cnc2s1 (centres undefined)	8.3%	-1.7%	4.5%	/	-19.7%	86.2%[activator]	5.3%	-4.4	i
CCOc1ccc(CCN2C(=O)C(=O)N([C@@H](CC(C)C)CN3CCC[C@@H]3CN3C(=O)C(=O)NC[C@@H]3Cc3ccccc3)C[C@@H]2CC(C)C)cc1	-24.1%	10µM*	-1.5%	?	-36.7%	?	5.0%	-1.0	/
COc1ccccc1NC(=O)CSc1nc(N)c(C#N)cc1C#N	2.4%	4.5%	5.1%	-19.1%	-13.8%	-7.1%	-4.3%	0.0	i
COc1ccc(NC(=O)CSc2nc(-c3ccccc3)nc3cc(=O)[nH]n23)cc1	20.4%	-5.3%	0.3%	27.0%	-28.0%	-30.8%	/	/	?
c1ccc(Cc2nnc3n2CCCCC3)cc1	-4.0%	4.2%	0.2%	0.5%	11.9%	0.7%	6.9%	0.7	i
CCCCN=C1CC(C)(C)CC(=O)/C1=C(/O)CCCN1C(=O)c2ccccc2C1=O	-9.5%	0.6%	-0.1%	-26.3%	0.8%	6.7%	10.2%	-3.0	i
O=C(CSc1nc2ccccc2[nH]1)NCCCn1ccnc1	-0.8%	-3.6%	-0.1%	-1.6%	-11.3%	5.6%	8.5%	-0.2	i
COc1ccc(-c2nnn(CC(=O)OC3CCCCC3)n2)cc1OC	1.0%	-6.4%	-0.2%	-14.7%	-5.1%	2.9%	10.6%	-1.8	i
CN(C)c1cccc(C(=O)Nc2cccc(F)c2)c1	-3.3%	-5.0%	4.1%	?	-40.9%	42.4%[activator]	-6.2%	1.5	?
CCCOc1ccc(C(=O)c2nc3c(n2O)CCCCC3)cc1	-7.3%	-4.8%	-0.6%	4.4%	-26.2%	-2.5%	7.2%	0.3	i
CCc1ccc(S(=O)(=O)NCc2nc3cccnc3n2Cc2ccccc2Cl)cc1	-7.5%	?	0.8%	/	-1.2%	/	/	/	/
CC(=O)N1CCN(S(=O)(=O)c2cccc(C(=O)OCC(=O)N(CCC#N)c3ccc(F)cc3)c2)CC1	4.7%	-3.9%	-0.1%	2.1%	-9.2%	/	8.9%	0.5	i
CCOc1ccc(S(=O)(=O)NNS(=O)(=O)c2ccc(C)cc2C)cc1	-1.1%	-5.6%	0.4%	4.2%	-1.6%	5.6%	0.3%	2.6	i
O=C(CN1C(=O)COc2ccc(Cl)cc21)N1CCCCC1	-13.1%	13.9%	0.9%	-13.9%	2.0%	3.0%	-2.0%	-2.1	i
CN=C1S/C(=C\c2ccc(N3CCOCC3)cc2C)C(=O)N1C	-3.1%	-5.2%	3.4%	0.3%	-1.4%	22.6%	-8.9%	0.3	i
Cc1ccc(NS(=O)(=O)c2ccc(NC(=O)C3CC3)cc2)cc1C	4.2%	-10.9%	-0.6%	?	1.8%	-28.6%	0.6%	-2.7	i
CCOC(=O)Cn1c(=N)n(CCOc2cccc(C)c2)c2ccccc21	-0.9%	-15.5%	0.2%	3.3%	-19.8%	-4.2%	8.5%	-0.2	i
O=C(COC(=O)C1CC(O)CN1S(=O)(=O)c1ccc(Cl)cc1)c1ccccc1 (centres undefined)	-0.2%	-0.5%	-0.4%	5.9%	4.2%	-6.7%	-11.4%	-0.4	i
COc1ccc(N2CCN(CC(O)COc3ccc4c(c3)CCC4)CC2)cc1 (centres undefined)	-11.1%	-10.2%	-0.4%	4.5%	-26.5%	-23.1%	-11.3%	-1.9	i
CC(Oc1ccc(-c2nnco2)cc1)C(=O)N1CCOCC1 (centres undefined)	-2.6%	6.8%	0.4%	-0.4%	-8.0%	3.6%	-1.7%	1.7	i
Cc1ccc(N(CC(=O)NC(C)(C)C)C(=O)CNC(=O)c2cccs2)cc1	-3.8%	-3.4%	-0.3%	11.5%	9.9%	-13.6%	4.7%	0.5	i
O=C(COC(=O)c1c(F)cccc1F)NC(=O)NCc1ccccc1	/	?	-0.8%	/	-34.2%	/	16.1%	-2.7	/
C=CC(=O)Nc1cccc(Nc2nc(N[C@H]3CC[C@H](N(C)C)CC3)nc3c2ncn3C(C)C)c1	2.59µM*	0.708µM*	-2.8%	0.581µM*	-3.8%	1µM*	8.7%	-0.6	2µM*

Other results:
SMILES	A549 tox	TGFb SMAD3 inh	Nrf2 activator	Nrf2 inh	HepG2 viability	ATXN2 expr inh	EPAC2 ag	IL-2 act	S2 tox
O=C1CC(c2cccc(F)c2)C2=C(CCCC2=O)N1 (centres undefined)	10.1%	18.8%	-0.3%	/	5.3%	-16.3%	4.5%	0.1	i
Cc1ccccc1OCC(=O)OCc1cc(=O)n2ccsc2n1	4.4%	-14.6%	14.8%	?	-20.1%	16.6%	/	/	i
C=C(C)c1cccc(C(C)(C)NC(=O)NNC(=O)c2ccccc2O)c1	0.3%	3.6%	-0.2%	-12.8%	-6.7%	-14.5%	0.7%	-0.2	i
O=C(CSc1nnc(COc2cccc3cccnc23)o1)N1CCN(C(=O)c2ccco2)CC1	1.8%	-20.8%	0.2%	/	0.5%	2.0%	14.7%	0.5	i
COc1ccc(C(=O)NCCC2=CCCCC2)cc1OC1CCN(C(C)C)CC1	0.2%	-12.4%	3.5%	1.6%	-24.9%	4.8%	-5.3%	-1.6	i
COc1ccc(-c2nc(NC(=O)CSc3nnc(C)s3)ns2)cc1	-2.3%	9.7%	-0.4%	/	4.2%	-1.0%	1.6%	0.7	i
COC(=O)c1c(NC(=O)c2ccco2)sc2c1CC(C)(C)NC2(C)C	?	-28.9%	2.2%	3.3%	18.1%	-7.3%	-8.1%	-0.4	?
Cc1cnc(C(=O)Nc2ccc(N3CCN(C(=O)OC(C)(C)C)CC3)cc2)cn1	-16.7%	-17.4%	-0.7%	?	-14.5%	?	-2.9%	2.5	?
COC(=O)/C=C/c1oc2ccccc2c1C	1.2%	-2.1%	4.7%[9.22 µM]	-5.7%	-8.4%	7.8%	8.3%	-3.1	i
O=C(C1CC1c1ccccc1)N1CCN(c2cccc(Cl)c2)CC1 (centres undefined)	9.2%	-8.0%	-0.6%	-7.9%	16.9%	-8.1%	21.2%	-0.6	i
Cc1cc(C(=O)CN2C(=O)C(=O)N(CCC3=CCCCC3)C2=O)c(C)n1C	-4.3%	4.6%	0.2%	5.8%	-1.1%	-9.2%	12.8%	-5.8	i
O=C(Nc1cc(S(=O)(=O)N2CCOCC2)ccc1N1CCCC1)c1ccccc1C(F)(F)F	-1.1%	-0.1%	0.3%	16.4%	-4.6%	-0.4%	-0.3%	0.1	i
CCN(CC)S(=O)(=O)c1ccc(-c2nnc(SCC(=O)Nc3ccc4c(c3)OCO4)o2)cc1	-0.3%	4.3%	-0.4%	-3.8%	-4.3%	-14.3%	-5.6%	0.2	i
COc1ccc(C(=O)C2CCCN(C3Cc4ccccc4C3)C2)cc1OC (centres undefined)	6.3%	-12.1%	2.4%	14.4%	-34.9%	-13.0%	6.4%	-2.6	i
O=C(c1coc(=O)c2ccccc12)N1CCN(Cc2ccccc2)CC1	-3.0%	1.7%	-0.5%	-8.8%	-5.2%	-0.6%	-3.7%	-3.1	i
O=c1c2c(-c3ccc(Cl)cc3)csc2ncn1/N=C/c1cccc([N+](=O)[O-])c1O	-4.0%	-4.5%	5.9%	-3.6%	-40.3%	-35.1%	9.1%	0.2	?
COC(=O)Nc1cc(C)n(-c2ccccc2)n1	-0.9%	-13.5%	-0.3%	4.9%	-2.3%	?	2.4%	-4.6	?
CSC1=NCCN1C(=O)c1c(F)cccc1Cl	-2.6%	-4.7%	0.0%	8.8%	-18.0%	5.7%	-5.5%	0.3	i
N#C/C(=C\c1cn(CC(=O)N2CCCC2)c2ccccc12)C(=O)NCc1ccc2c(c1)OCO2	-9.8%	8.3%	-1.2%	1.9%	0.4%	-0.4%	15.0%	-2.8	i
COc1cc(OC)c2ccc(=O)oc2c1C(CC(=O)N1CCCCC1)c1ccc2c(c1)OCO2 (centres undefined)	-15.7%	3.6%	/	13.7%	-14.5%	/	/	/	/
COC(=O)c1sc(-c2ccc(Cl)cc2)cc1NC(=O)c1ccccc1C(=O)O	-12.6%	-11.3%	4.4%	?	-9.8%	19.7%	-9.8%	-0.9	i
Cc1ccc(-c2cc(-c3ccccc3[N+](=O)[O-])[nH]n2)c(O)c1	-3.9%	-21.3%	?	?	-48.3%	84.5%[activator]	21.3%	-1.6	i
CCN(CC(=O)NCc1ccc(F)cc1)C(=O)C1CC1C (centres undefined)	4.9%	2.7%	0.1%	4.9%	15.2%	-18.8%	8.6%	-0.7	i
O=C(O)c1ccc(NC(=S)NCc2ccccc2)cc1	-2.6%	8.4%	-0.6%[9.22 µM]	5.0%	-0.4%	5.8%	-3.4%	-1.0	i

Some of the entries above, reformatted:
COC(=O)/C=C/c1oc2ccccc2c1C
  A549 tox = 1.2%; TGFb SMAD3 inh = -2.1%; Nrf2 activator = 4.7%[9.22 µM]; Nrf2 inh = -5.7%; HepG2 viability = -8.4%; ATXN2 expr inh = 7.8%; EPAC2 ag = 8.3%; IL-2 act = -3.1; S2 tox = i
O=C(C1CC1c1ccccc1)N1CCN(c2cccc(Cl)c2)CC1 (centres undefined)
  A549 tox = 9.2%; TGFb SMAD3 inh = -8.0%; Nrf2 activator = -0.6%; Nrf2 inh = -7.9%; HepG2 viability = 16.9%; ATXN2 expr inh = -8.1%; EPAC2 ag = 21.2%; IL-2 act = -0.6; S2 tox = i

High-throughput results: PubChem, National Center for Advancing Translational Sciences (NCATS)
